# Screening results as filed in PubChem.
# TLR9-MyD88 inh = blocks human TLR9 binding to MyD88; actives 0.21% (n = 340,000); inhibition, % at 4.98 µM; Q9NR96+Q99836; CHO BLA complementation TLR9-MyD88, CCF4 FRET ratio;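 active = inhibition above the mean over all tested compounds plus 3 SD, cut at about 21% in these data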;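 note: 0% = DMSO only wells and 100% = clavulanate BLA inhibitor control wells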
# LMP1 NFkB inh = reduces LMP1-driven NF-kappaB luciferase signal. LMP1-induced NF-kappaB luciferase reporter cells, luminescence. AID 504558. inhibition, % at 12.5 µM. actives 0.69% (n = 350,000); in the data active = inhibition above about 41%;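 note: 0% = neutral control wells and 100% = reference inhibitor control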
# TWEAK Fn14 block = inhibitors of TWEAK-Fn14 interaction signaling; inhibition, % at 10 µM; TWEAK-stimulated Fn14 reporter cells, luciferase luminescence, 8 h; actives 2% (n = 360,000); in the data active = inhibition above about 50%
# SRC1 inh = inhibitors of human steroid receptor coactivator 1 (SRC1); Q15788; HEK293 GAL4-SRC1 luciferase reporter, luminescence; inhibition, % at 3.6 µM; actives 0.12% (n = 360,000);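 active = inhibition above the campaign mean plus 3 SD, with each screening campaign given its own cutoff, cut at about 60% in these data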;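 note: 0% = DMSO treated cells and 100% = gossypol at 36 µM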
# Target sequence (Q15788 whole entry, looked up, the tested form may be a part): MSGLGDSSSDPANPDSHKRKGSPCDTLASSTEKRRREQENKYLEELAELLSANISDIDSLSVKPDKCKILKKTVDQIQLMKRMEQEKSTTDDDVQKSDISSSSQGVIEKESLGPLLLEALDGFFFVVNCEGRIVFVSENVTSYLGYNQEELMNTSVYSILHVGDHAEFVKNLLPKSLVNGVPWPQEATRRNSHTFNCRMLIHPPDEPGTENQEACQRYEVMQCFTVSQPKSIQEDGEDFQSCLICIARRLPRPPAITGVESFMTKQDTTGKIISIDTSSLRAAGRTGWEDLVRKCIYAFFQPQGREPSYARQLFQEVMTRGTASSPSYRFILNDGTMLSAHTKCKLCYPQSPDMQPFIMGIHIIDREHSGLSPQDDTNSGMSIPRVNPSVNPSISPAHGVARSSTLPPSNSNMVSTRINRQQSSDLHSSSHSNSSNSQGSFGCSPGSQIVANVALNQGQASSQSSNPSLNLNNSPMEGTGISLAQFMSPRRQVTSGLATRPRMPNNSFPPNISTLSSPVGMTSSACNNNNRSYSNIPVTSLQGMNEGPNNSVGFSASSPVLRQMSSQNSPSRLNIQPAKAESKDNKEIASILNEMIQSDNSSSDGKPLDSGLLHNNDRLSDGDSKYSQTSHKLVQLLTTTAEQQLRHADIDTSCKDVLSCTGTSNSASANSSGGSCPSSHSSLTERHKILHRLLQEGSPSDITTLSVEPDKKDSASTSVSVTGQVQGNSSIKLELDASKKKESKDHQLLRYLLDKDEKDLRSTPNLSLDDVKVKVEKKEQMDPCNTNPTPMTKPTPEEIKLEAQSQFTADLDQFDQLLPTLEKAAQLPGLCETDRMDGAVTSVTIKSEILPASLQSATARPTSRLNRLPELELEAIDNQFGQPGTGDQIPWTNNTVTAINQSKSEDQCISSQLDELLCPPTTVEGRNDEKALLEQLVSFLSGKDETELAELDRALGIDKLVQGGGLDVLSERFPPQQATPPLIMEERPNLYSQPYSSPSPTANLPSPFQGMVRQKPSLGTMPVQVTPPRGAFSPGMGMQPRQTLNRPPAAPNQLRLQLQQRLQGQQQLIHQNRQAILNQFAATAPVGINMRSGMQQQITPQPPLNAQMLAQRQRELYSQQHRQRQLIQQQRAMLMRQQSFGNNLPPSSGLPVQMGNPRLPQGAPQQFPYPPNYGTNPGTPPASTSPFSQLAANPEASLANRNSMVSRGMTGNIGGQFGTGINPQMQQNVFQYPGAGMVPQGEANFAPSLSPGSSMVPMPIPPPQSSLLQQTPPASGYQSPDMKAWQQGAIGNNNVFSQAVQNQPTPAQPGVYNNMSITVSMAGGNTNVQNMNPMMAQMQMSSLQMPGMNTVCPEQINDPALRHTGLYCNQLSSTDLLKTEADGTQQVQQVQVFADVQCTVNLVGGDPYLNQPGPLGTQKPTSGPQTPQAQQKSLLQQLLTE
# TROY NFkB inh = inhibitors of TROY-dependent NF-kB signaling | Q293 LMP1-TROYcd NF-kB luciferase reporter, 4 h | actives 0.98% (n = 360,000) | inhibition, % at 10 µM;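 active = compounds whose plate-normalised and pattern-corrected inhibition of the luciferase reporter signal at the single screening dose is 50% or more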
# NR2F2 inh = inhibitors of human COUP-TFII (NR2F2) | P24468 | HEK293T NGFI-A luciferase reporter, luminescence | inhibition, % at 8.6 µM | actives 0.7% (n = 370,000) | AID 686940;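 active = inhibition above a per-plate cutoff, mean inhibition of test wells between control levels plus 3 SD, cut at about 38% in these data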;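 note: cells cotransfected with COUP-TFII expression vector driving the NGFI-A reporter; 0% = median of COUP-TF2 test wells and 100% = reporter-only cells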
# NOD2-RIPK2 inh = NOD2-RIPK2 protein interaction inhibition. CHO BLA complementation NOD2-RIPK2, CCF4 ratio. actives 0.38% (n = 360,000). AID 624267. O43353. inhibition, % at 4.98 µM; in the data active = inhibition above about 21%;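 note: 0% = vehicle only and 100% = reference blocker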
# C8 TRAIL sens = sensitizes caspase-8 expressing cells to TRAIL. NB7+C8 cells + TRAIL, ATPlite viability luminescence. inhibition (viability loss, TRAIL sensitization), % at 10 µM. actives 1% (n = 360,000). AID 624354;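 active = compounds causing at least 50% loss of cell viability in the single-dose screen, relative to plate controls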
# NR5A2 inv ag = inverse agonists of human LRH-1 (NR5A2); O00482; HEK293T StAR-luciferase reporter, LRH-1 transfected, 24 h; inhibition, % at 3.6 µM; actives 0.13% (n = 360,000); AID 602396;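 active = inhibition above the mean inhibition of all tested compounds plus 3 SD, cut at about 73% in these data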;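 note: 0% = DMSO wells and 100% = reporter-only cells lacking LRH-1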
# NCOA2 inhibitor = inhibits human steroid receptor coactivator 2 | actives 0.17% (n = 370,000) | HEK293 GAL4-SRC2 luciferase reporter, luminescence | Q15596 | inhibition, % at 9 µM;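 active = inhibition above the mean inhibition of all tested compounds plus 3 SD, set per campaign, cut at about 52% in these data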;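 note: 0% = DMSO treated cells and 100% = cells given Gossypol at 36 µM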
# NCOA3 inh = inhibits human SRC3 coactivator. HEK293 GAL4-SRC3 luciferase reporter, luminescence. inhibition, % at 3.6 µM. actives 0.17% (n = 360,000). AID 588352;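 active = inhibition above a per-campaign cutoff, the mean of all compounds plus 3 SD, cut at about 60% in these data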;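 note: 0% = DMSO-treated cells and 100% = gossypol-treated cells at 36 µM; higher means less SRC3-driven luciferase light from the GAL4 reporter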
# Starred values were filed as active, the others as inactive; nt = no result given; & = joins results of further samples.
no.	SMILES	TLR9-MyD88 inh	LMP1 NFkB inh	TWEAK Fn14 block	SRC1 inh	TROY NFkB inh	NR2F2 inh	NOD2-RIPK2 inh	C8 TRAIL sens	NR5A2 inv ag	NCOA2 inhibitor	NCOA3 inh
1	C#CCOCCOCCOCCNc1nc(N2CCN(C(=O)[C@H]([C@@H](C)CC)n3cc([C@@H](N)CO)nn3)CC2)nc(N2CCN(C(=O)[C@H](CCCCN)n3cc([C@@H](N)C(C)CC)nn3)CC2)n1 (some centres undefined)	-7.3	4.6	-10.3	-1.0	12.2	15.3	-7.2	1.2	5.8	-22.7	-7.3
2	Cc1cc(NC(=O)CCC(=O)N(CC(=O)NC2CCCC2)Cc2ccccc2Cl)no1	-2.8	-0.8	9.8	12.7	-0.6	-15.6	-5.7	14.3	-12.6	13.3	16.6
3	COc1cccc(N2CCN(C(=O)c3ccc4ccccc4c3)CC2)c1	-2.4	-14.4	-1.9	-38.3	-27.9	-12.2	6.1	11.8	4.7	-1.9	7.1
4	CS(=O)(=O)Nc1ccc(C(=O)N2CCCC2)cc1	3.5	-5.1	2.1	-3.7	14.8	22.7	-2.7	-14.3	3.4	-6.0	20.1
5	N#CC1=C(N)n2c(s/c(=C\c3ccco3)c2=O)=C(C#N)C1c1ccco1 (centres undefined)	-12.8	-20.1	27.9	9.9	15.4	-4.2	-1.5	-4.6	22.0	-3.6	-8.9
6	COc1ccc(CC(=O)N2CCCC(CNC(=O)c3ccccc3Cl)C2)cc1 (centres undefined)	1.5	0.3	-11.5	3.5	-7.3	3.2	-3.9	-3.3	5.2	14.0	-12.2
7	N#Cc1ccc(-c2cccc3nccn23)cc1	nt	nt	-7.8	8.5	-12.7	-4.0	2.2	5.4	1.2	-17.7	7.9
8	COc1cccc(/C=C2\SC(=S)N(C(Cc3ccccc3)C(=O)O)C2=O)c1 (centres undefined)	6.0	-12.3	-10.1	-12.4	23.8	0.3	-1.0	-11.7	11.1	-37.7	2.0
9	CCc1ccc(NS(=O)(=O)c2ccc3[nH]c(=O)[nH]c3c2)cc1	1.1	2.6	-4.5	-6.3	-4.2	-6.8	8.7	14.4	-1.1	1.9	-7.5
10	CCCCOc1ccccc1C1C(C(=O)OC)=CN(CC)C=C1C(=O)OC	-6.0	-6.3	3.8	-27.6	-2.1	2.6	-5.1	14.9	-9.6	14.8	4.7
11	O=C(CCC(=O)Nc1ccccc1)NNC(=O)C(c1ccccc1)c1ccccc1	-1.5	-1.4	-22.8	1.8	6.3	17.1	4.2	-8.4	7.8	-19.4	1.8
12	CC(C)(C)c1ccc(C(=O)CCCSC2=C(C#N)C(c3ccco3)C3=C(CCCC3=O)N2)cc1 (centres undefined)	-12.6	-5.0	3.6	13.3	-25.2	18.1	-6.4	12.4	-10.0	-34.6	4.2

# Quoted from above: nos. 11 to 12
no.	SMILES	TLR9-MyD88 inh	LMP1 NFkB inh	TWEAK Fn14 block	SRC1 inh	TROY NFkB inh	NR2F2 inh	NOD2-RIPK2 inh	C8 TRAIL sens	NR5A2 inv ag	NCOA2 inhibitor	NCOA3 inh
11	O=C(CCC(=O)Nc1ccccc1)NNC(=O)C(c1ccccc1)c1ccccc1	-1.5	-1.4	-22.8	1.8	6.3	17.1	4.2	-8.4	7.8	-19.4	1.8
12	CC(C)(C)c1ccc(C(=O)CCCSC2=C(C#N)C(c3ccco3)C3=C(CCCC3=O)N2)cc1 (centres undefined)	-12.6	-5.0	3.6	13.3	-25.2	18.1	-6.4	12.4	-10.0	-34.6	4.2

# Other results follow:
no.	SMILES	TLR9-MyD88 inh	LMP1 NFkB inh	TWEAK Fn14 block	SRC1 inh	TROY NFkB inh	NR2F2 inh	NOD2-RIPK2 inh	C8 TRAIL sens	NR5A2 inv ag	NCOA2 inhibitor	NCOA3 inh
13	CC1CCN(C(=O)COC(=O)c2cc3ccccc3cc2O)CC1	17.2	-6.1	-21.9	-37.1	-33.0	-9.6	1.3	3.3	-21.2	-14.7	-4.6
14	N#CC(=C1CCCC1)c1nc(-c2ccc(Cl)cc2)cs1	1.9	-63.4	-19.3	-60.2	nt	-13.8	3.7	15.5	-32.8	-22.5	-56.3
15	O=C(CN1CCOCC1)NCCC12CC3CC(CC(C3)C1)C2	-2.7	-10.9	-16.8	-38.7	-4.8	21.5	4.3	12.6	-6.3	7.5	2.5
16	Cc1ccc2nc(Cl)c(/C=N/NC(=O)c3ccccc3O)cc2c1	6.4	-2.0	-10.2	3.0	51.7*	7.0	2.8	3.2	7.9	13.2	5.5
17	C=CCn1c(N)c(C(=O)Nc2ccccc2OC)sc1=S	-2.3	-5.9	-19.3	3.6	1.3	-1.9	2.9	-14.0	-6.9	10.2	20.3
18	COc1ccccc1CC(NC(C)=O)C(=O)NC1CCN(C(=O)Nc2ccccc2F)CC1 (centres undefined)	-2.6	6.1	28.4	-49.0	11.4	-13.0	-3.1	1.5	12.7	-7.3	1.0
19	COc1ccc(OC)c(/C=N/NC(=O)c2cc3c(OC)cccc3[nH]2)c1	-1.7	17.6	27.4	31.7	-33.7	2.0	-8.0	4.2	10.4	-17.6	26.1
20	O=C(Nc1cccc(S(=O)(=O)NC2=NCCC2)c1)c1ccccc1OC(F)F	-1.7	0.4	13.7	-0.2	1.1	14.3	-2.9	8.9	-6.1	-6.2	-3.4
21	Cc1ncc(CSc2nnnn2-c2ccccc2)c(N)n1	4.2	-9.3	-15.3	10.5	2.0	-9.2	0.2	5.8	-2.0	-2.6	3.9
22	O=C1C(c2ccncc2)=C(O)c2ccccc21	-14.4	15.0	25.8	-124.2	-38.7	-33.3	3.6	53.9*	-167.5	-31.2	-89.5
23	Cc1ccc(S(=O)(=O)NC(=O)NCc2ccco2)cc1	-6.8	-2.1	2.8	0.2	-0.8	-6.6	-0.5	-4.9	12.0	6.4	6.0
24	Cn1c(O)c(C(C#N)=C2N=c3ccccc3=N2)c2ccccc21	12.7	-29.0	-5.2	-6.4	-38.4	2.9	-1.1	-14.2	-13.2	1.0	2.5

# In the list so far, these contain two or more sulfur atoms:
no.	SMILES	TLR9-MyD88 inh	LMP1 NFkB inh	TWEAK Fn14 block	SRC1 inh	TROY NFkB inh	NR2F2 inh	NOD2-RIPK2 inh	C8 TRAIL sens	NR5A2 inv ag	NCOA2 inhibitor	NCOA3 inh
8	COc1cccc(/C=C2\SC(=S)N(C(Cc3ccccc3)C(=O)O)C2=O)c1 (centres undefined)	6.0	-12.3	-10.1	-12.4	23.8	0.3	-1.0	-11.7	11.1	-37.7	2.0
17	C=CCn1c(N)c(C(=O)Nc2ccccc2OC)sc1=S	-2.3	-5.9	-19.3	3.6	1.3	-1.9	2.9	-14.0	-6.9	10.2	20.3

# Going on with the list:
no.	SMILES	TLR9-MyD88 inh	LMP1 NFkB inh	TWEAK Fn14 block	SRC1 inh	TROY NFkB inh	NR2F2 inh	NOD2-RIPK2 inh	C8 TRAIL sens	NR5A2 inv ag	NCOA2 inhibitor	NCOA3 inh
25	CNS(=O)(=O)c1cccc(C(=O)OCC(=O)Nc2ccc(OC)cc2[N+](=O)[O-])c1	1.4	-4.2	2.2	0.0	-0.8	-15.6	-2.3	4.8	-4.3	3.9	10.5
26	CCc1ccc(C(=O)COC(=O)C2=NN(c3ccccc3)C(=O)CC2)cc1	-1.2	-11.6	12.9	-17.9	19.4	-16.4	-2.8	8.1	-7.1	5.0	-1.6
27	C=C1CC(COc2ccc3c(C)c(Cl)c(=O)oc3c2)(c2ccccc2)OC1=O (centres undefined)	23.7*	1.0	83.5*	-141.8	76.4*	-21.5	60.4*	90.4*	29.0	-149.7	-59.8
28	NC(=O)CN1CCN(S(=O)(=O)c2ccc(Br)cc2)CC1	-7.0	-4.3	-7.5	-18.0	3.1	-4.7	-14.9	-25.7	1.3	19.2	11.2
29	CN(C)c1cc(N/N=C/c2ccccc2C(F)(F)F)nc(N(C)C)n1	2.3	-107.7	7.2	20.9	-23.2	-3.6	4.0	5.1	24.1	7.0	-5.8
30	CCN1CCN(Cc2ccc(C(=O)Nc3ccc(C)c(NCc4cnc(NC(=O)OC)cn4)c3)cc2C(F)(F)F)CC1	-8.7&-5.2	10.5&4.8	-4.8&-18.8	-1.5&-2.0	-17.6&-7.4	-8.5&4.3	-11.8&4.0	11.5&-8.4	-3.7&12.6	31.5&-1.7	-7.8&-5.8
31	Cc1ccc(S(=O)(=O)N2CCC(C(=O)NCCc3ccccc3)CC2)cc1	-1.7	1.8	-11.4	-2.3	-3.9	-4.5	-1.4	-3.8	6.1	-2.0	9.2
32	O=[N+]([O-])c1cc(Cl)c2cccnc2c1O	-0.7	-9.8	0.3	-17.7	-2.2	20.2	-6.6	-1.2	14.8	-2.2	7.5
33	CN1C(=O)Cn2c1nc1ccccc12	-11.0	13.7	6.1	-13.8	-24.0	-7.0	-2.5	-8.1	-4.1	-11.5	-5.8
34	COc1ccc(C(=O)c2ccc([N+](=O)[O-])cc2)cc1S(=O)(=O)N1CCC(C(=O)O)CC1	-3.5	-3.3	5.9	4.3	-10.1	-16.1	4.2	3.4	0.9	-24.1	10.8
35	Cc1ccc(C(=O)NC(=S)N(C)Cc2ccccc2)cc1	0.6	-2.2	8.3	-18.6	35.6	7.5	-18.4	5.4	-4.3	-11.4	-9.3
36	Cc1ccc(S(=O)(=O)CCC(=O)OC(C)C(=O)Nc2ccc(N3CCOCC3)cc2)cc1 (centres undefined)	2.4	1.4	-2.2	-15.8	-10.8	-1.4	1.9	-1.1	-0.2	-16.4	-6.8
37	CS(=O)(=O)N1N=C(c2ccccc2)CC1c1ccc2c(c1)OCO2 (centres undefined)	5.2	-32.6	-31.5	-58.7	-30.4	-28.3	-8.5	-2.6	-69.7	-46.6	-63.3
38	COc1ccc(-n2nc(C(N)=O)c(O)cc2=O)cc1	-2.5	-3.5	-26.7	4.6	-16.9	5.0	-0.9	4.8	5.2	-18.8	17.1
39	CC(=O)Nc1nnc(Cc2ccccc2)s1	8.8	0.1	-7.7	10.0	7.4	-12.7	8.5	-1.5	12.9	-25.7	11.0
40	NCCc1nnc(SCC(N)=O)o1	-1.6	-27.9	-11.1	-2.5	23.8	-14.2	-5.0	-22.2	7.0	-4.8	-0.9
41	CN(C)c1ccc(/C=N/N(CCC(=O)NC(C)(C)C)C2=NS(=O)(=O)c3ccccc32)cc1	0.7	-1.1	3.4	8.6	-18.0	16.7	-2.1	4.8	-12.4	-11.7	23.2
42	O=S(=O)(c1cccc2cccnc12)N1CCc2ccccc21	-11.3	-0.6	-10.5	5.9	-37.6	0.8	-0.1	-8.4	-17.6	-8.2	7.7
43	CC(=O)N1CCN(c2ccc(C(N)=O)cc2[N+](=O)[O-])CC1	1.2	2.5	15.6	-16.2	1.1	-12.9	-6.8	-3.9	15.0	-15.5	4.9
44	Cc1cccc(/N=C2/NC(=O)C(Cc3ccccc3)S2)n1 (centres undefined)	-11.3	4.7	-23.1	-116.4	-5.5	-3.8	-3.6	5.0	-14.6	16.8	-4.7
45	CCCCOc1cccc(C(=O)Nc2ccc(S(=O)(=O)Nc3nnc(CC)s3)cc2)c1	3.0	4.4	8.2	-14.5	13.1	-15.4	-10.9	6.5	-21.9	-14.4	-20.0
46	COc1cc(C)ccc1OCCOCCOc1ccc(C)cc1[N+](=O)[O-]	-1.0	-7.8	-8.3	-1.4	-9.6	10.9	-0.8	-2.4	-11.8	14.1	17.5
47	O=C(CCl)Nc1cccc2ncccc12	2.6	-54.5	-2.2	-32.6	1.5	0.6	-3.1	6.2	54.3	2.2	-13.3

# This is a subset; rates above refer to the full screens.
